TRPN1 ag: zebrafish TRPN1 channel agonists, primary screen, cell-based, HEK293, calcium fluorescence | hit rate 0.18% among 220,000 | transient receptor potential cation channel N1 (TRPN1/NompC), Danio rerio | HEK293 zebrafish TRPN1-YFP, Fluo-8 calcium fluorescence; 100% = response to 87 µM carbachol | AID 1424, 2008 | activation, % at 3 µM;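 active = activation above its plate's cutoff, the mean activation of test wells on that plate plus 3 SD, cut at about 19% in these data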;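 note: 0% = DMSO alone and 100% = 87 µM carbachol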
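Material: zebrafish TRPN1-YFP in HEK293 cells; Doses: single test compound dose, 3 µM nominal, 0.3% DMSO; Timing: dye loading 1 h at 37 °C, then 30 min room temperature; Technique: intracellular calcium fluorescence with Fluo-8; Benchmarks: high carbachol 87 µM, low DMSO alone.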
CHOP inhibitor: inhibitors of CHOP promoter induction, primary screen, cell-based, unfolded protein response, luciferase reporter; CHO-K1 CHOP-promoter luciferase, tunicamycin-induced, 15-18 h; inhibition, % at 10 µM; hit rate 3.8% among 220,000;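 active = compounds that reduced the stress-induced luciferase reporter signal by more than about 70% of percent inhibition, limit read from the data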;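 note: 0% = tunicamycin plus vehicle and 100% = wells without tunicamycin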
NPY-Y1 PAM-ag: NPY-Y1 receptor potentiators or agonists, primary screen, cell-based. activation, % at 3.6 µM. NPY-Y1 expressing cells, potentiator/agonist activation. AID 1304, 2008. Neuropeptide Y receptor type 1 (Homo sapiens), P25929. hit rate 0.37% among 220,000; in the data active = activation above about 33%, passing the limit was not always enough;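 note: cells stimulated with NPY at EC10 then isoproterenol at EC100; 0% = low agonist plus stimulus and 100% = saturating agonist plus stimulus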
Target sequence (P25929 whole entry, looked up): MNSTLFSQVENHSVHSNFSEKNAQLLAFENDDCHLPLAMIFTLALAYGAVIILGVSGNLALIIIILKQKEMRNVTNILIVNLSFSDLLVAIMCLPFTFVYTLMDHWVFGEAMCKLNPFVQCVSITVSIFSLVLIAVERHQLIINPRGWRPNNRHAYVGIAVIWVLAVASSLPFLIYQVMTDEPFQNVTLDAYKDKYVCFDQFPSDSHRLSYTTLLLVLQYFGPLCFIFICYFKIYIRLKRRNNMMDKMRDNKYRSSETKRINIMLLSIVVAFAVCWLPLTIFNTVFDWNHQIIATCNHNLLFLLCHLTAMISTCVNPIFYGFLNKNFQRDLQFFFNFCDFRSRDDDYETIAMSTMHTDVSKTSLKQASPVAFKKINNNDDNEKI
14-3-3 Bad PPI: inhibitors of 14-3-3 zeta/Bad binding, primary screen, biochemical, TR-FRET, bovine 14-3-3 zeta | TR-FRET 14-3-3zeta/Dy647-pBad peptide displacement, 1 h | inhibition, % at 21.7 µM | hit rate 0.71% among 220,000 | AID 781, 2007;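 active = inhibition above about 70%, limit read from the data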;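 note: 0% = full 14-3-3 plus peptide FRET controls and 100% = background without 14-3-3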
Target sequence (P63103 whole entry, looked up): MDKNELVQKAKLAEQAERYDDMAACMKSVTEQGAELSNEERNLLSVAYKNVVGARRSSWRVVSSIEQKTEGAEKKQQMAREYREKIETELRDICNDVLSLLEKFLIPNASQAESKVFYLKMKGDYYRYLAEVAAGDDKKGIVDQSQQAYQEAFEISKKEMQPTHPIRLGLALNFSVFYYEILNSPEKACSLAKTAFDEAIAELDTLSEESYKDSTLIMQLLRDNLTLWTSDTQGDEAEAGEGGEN
PPC-1+TRAIL kill: compounds killing PPC-1 cancer cells with TRAIL present, primary screen, TRAIL potentiator project, ATPLite luminescence, uHTS | PPC-1 cells + TRAIL, ATPLite viability luminescence | cell killing (% activity), % at 4 µM | hit rate 0.41% among 220,000 | AID 1443, 2008;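 active = cell killing above 50% in the first pass at 4 µM, then a duplicate retest at 5 µM averaging 50% or more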;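 note: plate controls were cells with TRAIL plus DMSO for no effect and medium-only wells lacking cells for full effect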
TRPML3 ag: human TRPML3 channel agonists, primary screen, cell-based, HEK293 TRPML3-YFP, Fluo-8 calcium fluorescence, 3 µM; 100% = the carbachol control signal; activation, % at 3 µM; hit rate 0.29% among 220,000;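 active = activation above its plate's cutoff, the mean activation of the plate's test wells plus 3 SD, cut at about 12% in these data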;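 note: 0% = DMSO only wells and 100% = carbachol wells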
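Test system: HEK293 cells stably carrying human TRPML3-YFP; Doses: single dose, 3 µM final nominal compound, 0.3% DMSO final; Schedule: dye loading 1 h 37 °C then 30 min ambient, 125 s read; Technique: Fluo-8 calcium fluorescence; Benchmarks: high control carbachol 87 µM, low control DMSO.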
PGE2 EP2 inh: human EP2 receptor antagonists, primary screen, TR-FRET cAMP, C6 glioma cells | Prostaglandin E2 receptor EP2 subtype (Homo sapiens), P43116 | C6 glioma cells expressing human EP2; cells stimulated with saturating PGE2 | inhibition, % at 25 µM | hit rate 0.52% among 260,000 | AID 1422, 2008;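 active = percent inhibition above 40 after rounding to a whole number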;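 note: rat C6 glioma host cells with rolipram phosphodiesterase inhibitor present; the protocol text gives 20 µM as final concentration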
Target sequence (P43116 whole entry, looked up): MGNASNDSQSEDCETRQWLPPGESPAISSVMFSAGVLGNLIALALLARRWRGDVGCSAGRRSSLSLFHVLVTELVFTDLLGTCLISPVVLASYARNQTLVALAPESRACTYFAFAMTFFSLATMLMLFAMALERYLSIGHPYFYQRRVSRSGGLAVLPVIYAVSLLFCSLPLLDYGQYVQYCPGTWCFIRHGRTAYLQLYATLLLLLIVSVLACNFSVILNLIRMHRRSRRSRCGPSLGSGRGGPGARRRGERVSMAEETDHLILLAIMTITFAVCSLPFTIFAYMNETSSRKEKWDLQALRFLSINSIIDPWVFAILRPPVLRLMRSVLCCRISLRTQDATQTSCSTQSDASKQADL
EP2 modulator: EP2 receptor modulators, cAMP readout, primary screen, cell-based, HTRF cAMP, PGE2 stimulation | Prostaglandin E2 receptor EP2 subtype (Homo sapiens), P43116 | EP2-expressing cells, cAMP HTRF FRET, PGE2 co-stimulation | hit rate 0.83% among 260,000 | induction, % at 25 µM | AID 940, 2007;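 active = compounds whose cAMP rise, as percent of the full-agonist control response, exceeds 60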;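 note: rat C6 glioma line stably carrying human EP2 under a CMV promoter; the protocol text gives 20 µM as final concentration; 100% = response of wells given 1 µM PGE2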
NPY Y1 blocker: NPY-Y1 receptor antagonists, primary screen, cell-based. Neuropeptide Y receptor type 1 (Homo sapiens), P25929. inhibition, % at 3.6 µM. HEK293-CNG Y1 cells, membrane potential fluorescence; NPY at EC95, then isoproterenol. AID 1040, 2008. hit rate 1% among 200,000;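 active = inhibition above the campaign mean inhibition of all tested compounds plus 3 SD, cut at about 20% in these data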;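 note: 0% = DMSO wells given NPY plus isoproterenol and 100% = isoproterenol alone without NPY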
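Test system – HEK293 Y1/CNG channel cell line · Also added – NPY agonist 25 nM, then isoproterenol 1 µM plus Ro 20-1724 25 µM · Compound dosing – one concentration, 3.6 µM, in 0.4% DMSO · Schedule – compound incubation 1 h at room temperature, readout 45 min post-stimulation · Technique – fluorescence, membrane potential probe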
Numbers without * were called inactive; / = not tested or not shown; & = joins results of further samples; [ ] = remark or other dose. Some of the compounds tested (hit frequency here may not be typical).

SMILES	TRPN1 ag	CHOP inhibitor	NPY-Y1 PAM-ag	14-3-3 Bad PPI	PPC-1+TRAIL kill	TRPML3 ag	PGE2 EP2 inh	EP2 modulator	NPY Y1 blocker
COC(=O)C1=NN(c2ccc(OC)cc2)C2C(=O)N(c3ccccc3OC)C(=O)C12 (centres undefined)	-1.5	-2	-2	1	-2	0.3	7	10	/
Cc1ccc(Cl)cc1-n1c(=O)cc(N2CC(C)OC(C)C2)[nH]c1=O (centres undefined)	1.9	-11	0	2	3	1.0	1	26	4
COC(=O)NNC(=O)C1CCC(C)CC1 (centres undefined)	-0.1	-23	-7	-10	-3	1.7	9	12	2
COc1cc(OC)cc(C(=O)NNC(=S)Nc2ccccc2OC)c1	0.7	-17	-15	7	14	0.5	6	22	-3
CCOC(=O)c1c(N)c2cc([N+](=O)[O-])cnc2n1C	-0.4	3	-4	-2	7	0.3	2	23	/
O=C(N/N=C/c1ccccc1)c1ccc(OCc2ccccc2)cc1	0.6	-13	-3	1	10	1.2	6	-8	11
COc1ccc(N(C(=O)c2ccco2)S(=O)(=O)c2ccc(F)cc2)cc1	-0.8	12	5	-5	25	-0.9	9	38	-1
CN1C(=O)N(C)C2(C)CC1(C)N(C)C(=O)N2C	1.3	8	7	-2	-17	0.8	13	-5	/
Cc1ccccc1CNC(=O)Nc1cccs1	0.1	3	-1	-24	15	-0.1	18	-2	-4
CN(C(=S)NC1=CCS(=O)(=O)C1)C1CCCCC1	0.5	18	-14	-14[fluorescence artefact?]	3	0.3	6	12	10
O=C(Cc1cccs1)NNC(=O)C12CC3CC(CC(C3)C1)C2	-0.5	-11	-10	-14	20	-1.4	4	-1	4
Cc1ccc(/C(COc2ccccc2O)=N\O)cc1	1.4	34	-16	-9	4	0.0	7	28	0
CC/C(=N\NC(=S)Nc1cc(C)ccc1C)c1ccc(OC(F)F)cc1	-2.2	43	-3	-19	-9	0.1	11	-4	3
CCSc1nnc(NC(=O)C2Cc3ccccc3CN2C(=O)c2ccco2)s1 (centres undefined)	1.7	-14	-23	-8	6	1.2	16	21	-1
Cc1ccn2cc(CNC(=O)c3ccc(Br)o3)nc2c1	1.3	29	-2	10	0	0.2	11	-4	-3
CCc1ccc2[nH]c3nc(SCC(=O)NNC(=O)c4ccc(C(C)(C)C)cc4)nnc3c2c1	0.3	89*	-1	-7[fluorescence artefact?]	9	1.4	4	4	-6
O=C(Nc1ccc(-c2nc3cccnc3s2)cc1)c1ccco1	2.6	16	-4	6[fluorescence artefact?]	41	0.7	27	-24	-1
COCCNC(=O)c1ccccc1NC(=O)c1cccc([N+](=O)[O-])c1C	0.9	-11	3	-13	4	1.0	3	0	3
CC1(C)Cc2c(C#N)c(N)sc(=S)c2CO1	-0.8	8	-6	32	6	0.8	37	24	-2
Cc1ccc(C)c(-n2nnnc2SCC(=O)c2ccc3c(c2)NC(=O)CO3)c1	-0.8	81*	-22	7	3	0.8	5	-28	0
COc1ccnc(Oc2ccc3ccccc3c2)c1C#N	-0.2	2	-3	0	12	0.0	/	5	-3
CCn1c(SCC(=O)Nc2ncc(C(F)(F)F)cc2Cl)nnc1-c1cccc(C)c1	-2.2	8	-27	5	13	-0.8	20	30	5
O=C1CSc2nc3ccccc3n21	0.4	18	17	11	7	0.9	7	30	10
NC1(N)OC(CN2C(=O)c3ccccc3C2=O)CS1 (centres undefined)	-0.6	38	-8	5	4	0.1	4	31	-6
Cc1nn(C(C)(C)C)c(NC(=O)c2ccc(Cl)cc2Cl)c1Br	0.3	2	-4	-2	2	0.7	3	16	/
CC(SC1CCCC1)C(=O)Nc1ccnn1C(C)C (centres undefined)	0.6	7	11	0	-21	0.6	6	9	-2
CC(C)c1ccc(NC(=O)CNS(=O)(=O)c2ccc(F)cc2)cc1	2.3	21	15	-5	-6	0.5	3	-21	-1
O=C(NC1CCN(Cc2ccccc2)CC1)c1cc(-c2ccccn2)nc2ccccc12	0.0	9	-21	-2	13	1.3	16	8	6
Cc1ccc(Cl)c(OCC(=O)Nc2sc(C)c(C)c2C#N)c1	1.0	-3	-2	10[fluorescence artefact?]	6	1.0	17	9	0
COc1ccc(N(CC(=O)NN=C2CCCC2)S(=O)(=O)c2ccccc2)cc1Cl	-0.9	44	-9	-18	-2	0.3	6	15	9
O=C(Nc1ccccn1)c1ccc(NC(=O)c2ccco2)cc1	1.1	-3	2	5	11	0.7	10&6	20&-66	2
CCCC(C)C(=O)Nc1nc(C)c(-c2csc(Nc3ccc(Cl)cc3)n2)s1 (centres undefined)	0.5	73*	-6	19	9	0.5	14	-2	12
O=C(CN1CCN(Cc2cccc(Cl)c2)C1=O)NCC1CCCO1 (centres undefined)	-0.2	-2	-11	4	-4	0.6	8	1	5
O=C1CN(C(=O)COC(=O)c2ccc[n+]([O-])c2)c2ccccc2N1	-0.7	-17	7	-1	22	0.6	6	6	1
COC(=O)c1cc(NCc2ccc3c(c2)OCO3)ccc1N1CCOCC1	1.1	17	2	-4	24	0.8	4	18	-2
CCc1cccc(CC)c1NC(=O)C1CC(=O)N(c2ccc3c(c2)OCCO3)C1 (centres undefined)	-0.6	22	-5	-1[fluorescence artefact?]	-7	0.4	8	12	3
Cc1ccc(OCc2nc(C#N)c(N3CCN(Cc4ccccc4)CC3)o2)cc1	2.0	47	-34	1	20	0.7	9	3	23*
CCN(Cc1ccccc1)C(c1cc2ccc(C)cc2[nH]c1=O)c1nnnn1CCOC (centres undefined)	0.3	1	-3	1	0	0.3	8&7	8&2	2
CC(C)(C)c1ccc(CCC2OCC(CN3CCOCC3)O2)cc1 (centres undefined)	0.7	4	-3	-5	-14	0.1	16	-17	/
Cc1ccc(CCNC(=O)c2cc(-c3ccncc3)nc3ccccc23)cc1	-0.5	23	-4	2	0	0.1	7	-20	/
CCCN(CC(=O)Nc1ccc(Cl)cc1Cl)Cc1cc(=O)n2ccsc2n1	-0.2	17	-2	-14	14	0.0	5	33	2
O=C(CCSc1nnc(-c2ccco2)o1)Nc1ccccc1	1.1	13	-2	-6	-7	0.6	3	-7	17
Cc1cccn2cc(-c3ccc(F)cc3)cc12	-0.7	61	12	-13	3	0.7	5	3	1
CCC(Sc1nc(N)cc(=O)[nH]1)C(=O)NC(C(=O)OC)c1ccccc1 (centres undefined)	1.5	-9	-42	5	5	-0.3	10	5	5
CC(=O)Nc1ccc(S(=O)(=O)NC(C)C(=O)NCCc2ccc(F)cc2)cc1 (centres undefined)	1.5	0	-11	-3	20	0.6	4	2	0
O=C(CN1C(=O)NC2(CCOc3ccccc32)C1=O)Nc1ccc(F)c(F)c1F (centres undefined)	0.0	-12	15	-8	2	0.8	6	-18	0
CCCC[N+](CC#CCO)(CC#Cc1ccccc1)CCCC	0.7	-3	-17	-3	15	0.8	4	26	/
C/C(=N\NC(=O)CSCc1ccc([N+](=O)[O-])cc1)c1cccc(Br)c1	0.3	22	-25	-2	16	-0.4	8	-15	15
Cc1cc(C)cc(N(CC(=O)NC2CC3CCC2C3)S(C)(=O)=O)c1 (centres undefined)	1.2	-6	12	2	-7	0.1	10	-4	4
Fc1cccc(F)c1-n1c(CN2CCCC2)csc1=S	-0.6	0	-5	-9	3	0.8	5	11	-3
C=C(C)CN(CC)c1nc(N)c(C#N)c(CC#N)c1C#N	-0.5	37	-14	2	12	-1.1	8	-19	0
COc1ccc(CN(C(=O)c2ccco2)C2CC(C)N(C)CC2C)cc1 (centres undefined)	-0.3	-9	6	/	-4	0.3	7	7	2
Cc1cccc(S(=O)(=O)N2CN(Cc3ccco3)c3nc4ccccc4nc32)c1	1.1	-9	8	13	11	0.2	5	20	5
O=C(c1ccc2c(=O)n3c(nc2c1)CCCCC3)N1CCc2ccccc21	3.2	10	-18	-1	-5	0.4	6	3	/
COCc1nnc(NC(=O)c2cc(Cl)ccc2OC)s1	0.8	22	18	3	21	1.2	7	7	3
CC(C)c1nnc(NC(=O)CCC(=O)NC2CCCCCCC2)s1	-0.2	-21	16	-4	-15	0.1	6	18	1
CC(C)N(C(=O)COC(=O)c1ccc(O)cc1)C(C)C	1.2	33	-12	10	-1	1.5	12	5	-1
COc1ccc(OC)c(S(=O)(=O)Nc2cc(Cl)cc(Cl)c2)c1	-1.0	54	-2	0	2	0.5	8	20	2
CC1CCCCC1NC(=O)CC1Oc2ccccc2NC1=O (centres undefined)	1.2	24	7	-2[fluorescence artefact?]	21	-0.1	12	22	3
CCOCC(=O)Nc1nnc(SCCOC)s1	0.2	21	7	6	26	-0.4	3	11	2

Carrying on.
SMILES	TRPN1 ag	CHOP inhibitor	NPY-Y1 PAM-ag	14-3-3 Bad PPI	PPC-1+TRAIL kill	TRPML3 ag	PGE2 EP2 inh	EP2 modulator	NPY Y1 blocker
CCc1ccc2oc(-c3cc(N)ccc3Cl)nc2c1	0.0	26	-5	3	43	0.3	10	6	-3
COc1ccc(C(=O)O/N=C(/c2ccccc2)c2ccncc2)cc1	-3.1	-9	7	2	15	0.3	13	15	5
COc1ccc(CN2CCOCCOCCOCC2)cc1	1.4	-3	8	1	8	1.1	1	6	/
COC(=O)NNC(=S)NCc1ccc(C)cc1	0.5	-3	-10	-8[fluorescence artefact?]	-2	0.3	3	24	-2
CCc1nc2oc3ccccc3c(=O)c2c(=O)n1Cc1ccccc1	-0.8	11	5	0	-7	-1.7	6	22	-6

3 consecutive compounds from above:
SMILES	TRPN1 ag	CHOP inhibitor	NPY-Y1 PAM-ag	14-3-3 Bad PPI	PPC-1+TRAIL kill	TRPML3 ag	PGE2 EP2 inh	EP2 modulator	NPY Y1 blocker
CCOCC(=O)Nc1nnc(SCCOC)s1	0.2	21	7	6	26	-0.4	3	11	2
CCc1ccc2oc(-c3cc(N)ccc3Cl)nc2c1	0.0	26	-5	3	43	0.3	10	6	-3
COc1ccc(C(=O)O/N=C(/c2ccccc2)c2ccncc2)cc1	-3.1	-9	7	2	15	0.3	13	15	5
